HCMV antiviral – human cytomegalovirus inhibition | HFF cells, HCMV-luciferase reporter, 72 h; hits give low values | activity change, negative = inhibition, % at 57.5 µM | hit rate 4.5% among 410,000; in the data active means activity change below about -60%; inconclusive means no clear call, values can overlap the other calls; inactive means above about -39%
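Compounds were evaluated in HFFs infected with an HCMV luciferase reporter virus (MOI 1 PFU/cell). Luciferase in lysates collected 72 h post infection served as the replication measure.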
HCV inhibitor – inhibitors of hepatitis C virus infection. Huh7.5.1 HCVcc-Cre infection, luciferase reporter, 44 h. hit rate 3.4% among 340,000. Potency, µM (top dose mostly 41.8 µM), inactives show at the highest dose activity change, negative = inhibition, actives largely listed as inhibitors. AID 651820; further: potency means the concentration at half of the fitted maximal effect
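Cells seeded at 1,000/well and cultured 4 h, then compounds added followed by HCVcc-Cre virus (~0.5 moi). After 44 h further culture, luciferase substrate was added, plates held 15 min at room temperature, and luminescence read for 15 sec.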
AmpC inh detg – AmpC beta-lactamase inhibition with detergent present; Potency, µM (series often up to 114 µM), for inactives: at the highest dose activity change, negative = inhibition, actives largely listed as inhibitors; P00811; hit rate 0.041% among 370,000; AID 485294; AmpC hydrolysis of nitrocefin, absorbance 480 nm, 0.01% Triton;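 further: potency means the concentration at half of the fitted maximal effect; 0% = no-compound wells and -100% = no-enzyme wells; nearly all actives have a fitted effect of over 25% in size; some results filed as inactive show a strong effect at the top dose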
Target sequence (P00811 whole entry, looked up): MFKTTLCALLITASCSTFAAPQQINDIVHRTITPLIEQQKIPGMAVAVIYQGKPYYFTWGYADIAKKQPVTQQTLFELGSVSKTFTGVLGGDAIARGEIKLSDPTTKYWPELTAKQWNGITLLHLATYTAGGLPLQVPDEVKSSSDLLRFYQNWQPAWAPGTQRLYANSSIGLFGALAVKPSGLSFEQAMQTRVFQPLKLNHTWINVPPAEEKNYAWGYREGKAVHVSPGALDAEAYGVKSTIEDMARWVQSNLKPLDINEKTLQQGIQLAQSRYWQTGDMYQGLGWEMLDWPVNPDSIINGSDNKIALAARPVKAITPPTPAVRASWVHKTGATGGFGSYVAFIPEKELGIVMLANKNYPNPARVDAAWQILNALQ
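AmpC (5.3 nM in the dispensed reagent) in 20 mM phosphate pH 7.0 with 0.01% (detergent screen) or 0.0001% Triton X-100 was preincubated with compounds for 15 min at room temperature. Nitrocefin was then added from an 800 uM solution, and hydrolysis was followed at 480 nm.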
TbPYK inhibitor – T. brucei pyruvate kinase inhibition | hit rate 0.12% among 410,000 | Q57TT1 | TbPYK enzyme, Kinase-Glo Plus ATP luminescence, 45 min | Potency, µM (titrated, usually from 76.8 µM), for the others: top-dose activity, negative = inhibition, most hits filed as inhibitors; further: potency means the concentration at half of the fitted maximal effect; nearly all actives have a fitted effect of over 50% in size
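Enzyme and substrate buffer are dispensed first and compound is pin-transferred. ADP at 130 uM final then starts the reaction, which runs 45 min at room temperature. Detection reagent is added for 10 min before luminescence is imaged.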
LmPK inh – blocks Leishmania mexicana pyruvate kinase activity; Q27686; purified LmPK, Kinase-Glo ATP luminescence, 1 h; Potency, µM (top dose mostly 57.5 µM), for inactives: top-dose activity change, negative = inhibition, most hits filed as inhibitors; hit rate 0.37% among 290,000; AID 1721; further: potency means the concentration at half of the fitted maximal effect
Target sequence (Q27686 whole entry, looked up): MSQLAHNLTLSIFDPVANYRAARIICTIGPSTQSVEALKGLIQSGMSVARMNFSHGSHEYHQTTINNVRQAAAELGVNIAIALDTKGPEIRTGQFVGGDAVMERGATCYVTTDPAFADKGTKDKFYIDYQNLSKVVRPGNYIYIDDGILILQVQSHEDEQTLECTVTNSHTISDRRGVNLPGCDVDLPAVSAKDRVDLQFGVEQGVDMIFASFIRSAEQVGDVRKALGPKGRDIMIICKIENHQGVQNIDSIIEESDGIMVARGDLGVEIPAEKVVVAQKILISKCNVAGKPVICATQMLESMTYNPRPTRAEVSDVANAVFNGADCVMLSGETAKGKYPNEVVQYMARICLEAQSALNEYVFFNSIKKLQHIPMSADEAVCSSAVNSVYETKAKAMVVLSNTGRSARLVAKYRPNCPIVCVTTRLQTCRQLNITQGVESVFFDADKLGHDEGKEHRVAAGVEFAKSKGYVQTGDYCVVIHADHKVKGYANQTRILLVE
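Kinase-Glo luminescence read after 1 h RT reaction of 0.1 nM LmPK with 0.5 mM PEP and 0.1 mM ADP. Activity scaled between uninhibited and enzyme-free controls.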
AmpC no deterg – inhibitors of E. coli AmpC beta-lactamase without detergent. Potency, µM (top dose mostly 57.1 µM), inactives show top-dose activity change, negative = inhibition, usual class: inhibitors. AmpC nitrocefin hydrolysis, absorbance 480 nm, 0.0001% Triton. AID 485341. hit rate 0.52% among 330,000;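 further: potency means the concentration at half of the fitted maximal effect; plate controls were no compound for no effect and no enzyme for full effect; nearly all actives have a fitted effect of over 20% in size; some results filed as inactive show a strong effect at the top dose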
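AmpC (5.3 nM in the dispensed reagent) in 20 mM phosphate pH 7.0 with 0.01% (detergent screen) or 0.0001% Triton X-100 was preincubated with compounds for 15 min at room temperature. Nitrocefin was then added from an 800 uM solution, and hydrolysis was followed at 480 nm.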
AMA1-RON2 inh – disrupts binding of P. falciparum AMA1 to RON2; Potency, µM (doses to about 58.2 µM), inactives show at the top dose activity change, negative = inhibition, usual class: inhibitors; hit rate 0.2% among 360,000; AID 720542; AlphaScreen AMA1-biotinylated RON2 peptide binding;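 further: potency means the concentration at half of the fitted maximal effect; 0% = vehicle wells and -100% = peptide control; nearly all actives have a fitted effect of over 45% in size; some results filed as inactive show a strong effect at the top dose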
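AMA1 (3D7) with his tag at 25 nM final met compounds first, then biotinylated RON2 peptide at 25 nM; detection used donor plus acceptor beads, 10 µg/mL apiece, read by AlphaScreen after 30 min at room temperature.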
The depositor's hits bear a star; ? = inconclusive; · = not tested or not shown; & = joins results of further samples; [ ] = remark or other dose. Unless noted, the call rests on the fitted dose curve; in most records, active means well fitted curve in the direction sought with a large enough effect; inconclusive means small, poorly fitted or top-dose-only effect, or another doubt; inactive means no such curve, though single readings can be large; an effect the other way counts as inactive or inconclusive. Unless noted, on the % scale 0 is the no-effect control and ±100 the full control effect. Outcome played no part in choosing rows. Share with any hit: about 7.5%.

SMILES,LmPK inh,AmpC no deterg,AmpC inh detg,TbPYK inhibitor,AMA1-RON2 inh,HCV inhibitor,HCMV antiviral
CCOC(=O)C1(Cc2ccccc2Cl)CCN(Cc2csc(C(C)=O)c2)CC1,3.5%,90.3%[activator],5.3%,2.9%,?,12.6µM*,-7.9
CCn1c(SCC(=O)N2CCc3ccccc32)nnc1-c1c[nH]c2ccccc12,2.8%,-14.1%,1.4%,-5.4%,17.3%,-7.9%,?
O=C(NCc1ccco1)C1CC(=O)N(c2ccc(Cl)cc2)C1 (stereo unspecified),-3.7%[11.5 µM],-11.3%,-1.9%,-4.7%,13.7%,4.2%,-7.6
CC(=O)N1CCC(=NNS(=O)(=O)c2ccc(C)c([N+](=O)[O-])c2)CC1,18.2%,-19.9%,1.6%,9.7%,16.1%,19.4%,18.8
CCN(CC)C(=O)c1[nH]cnc1C(=O)Nc1ccc(Cl)cc1,·,-5.6%,-1.7%,-1.9%,17.8%,6.0%,-5.9
COc1ccc(C2NC(=S)NC3=C2CCc2ccccc23)cc1OC (stereo unspecified),1.6%,-34.7%,-4.5%,-7.0%,5.5%,?,-13.4
Cc1nn(S(=O)(=O)c2ccc(C(C)C)cc2)c(C)c1S(=O)(=O)N1CCCCC1,·,·,16.4%,-2.5%,·,·,-0.7
CCOC(=O)[C@@H]1[C@H]2COc3ccc(Br)cc3[C@@H]2N2C(=O)N(c3ccc(Br)cc3)C(=O)[C@]12C,-0.3%,5.8%,-0.7%,5.1%,-7.6%,-3.5%,1.0
CCOc1ccc(CNC(=O)C2CCC(=O)N2C2CCCC2)cc1OC (stereo unspecified),-0.5%,-11.6%,4.7%,-7.6%,2.3%,6.0%,22.4
Cc1cc(C)cc(NC(=O)C(=O)NCCCN2CCCC2=O)c1,·,-8.7%,?,0.9%,7.5%,-0.2%,4.7
Cc1ccc(Cl)cc1NC(=O)CCCn1c(=O)c2cccn2c2ccccc21,·,·,-1.7%,-1.9%,·,·,8.7
CCOC(=O)c1c(C)[nH]c(C)c1S(=O)(=O)NCC(=O)N1CCN(c2cc(Cl)ccc2C)CC1,·,·,0.9%,1.4%,·,·,-21.3
Cc1ccc(NC(=O)N(Cc2ccc3c(c2)OCO3)Cc2cc3cc4c(cc3[nH]c2=O)OCCO4)cc1,3.0%,-20.1%,-10.3%,3.2%,-1.9%,?,30.2
O=C(CCn1nnc2ccccc21)N/N=C\Cc1ccccc1,-2.4%,-29.3%,-13.6%,6.6%,53.8%[activator],-4.4%,-37.6
CCC(C)[C@H](NC(=O)NCc1ccc(Cl)cc1)C(=O)O (stereo partly specified),3.6%,-6.0%,2.7%,-2.5%,-1.8%,26.6%,-5.9
CCOC(=O)C1(CCOc2ccccc2)CCN(Cc2cccc(OC)c2)CC1,·,·,·,4.1%,-0.4%,11.2µM*,1.2
COc1ccc(-c2ccccc2)cc1NC(=O)C1(C)CCN1C(=O)C(C)C (stereo unspecified),·,·,·,2.1%,10.3%,·,-12.4
CN(Cc1nccs1)C(=O)c1ccc2nc(Cc3ccccc3F)oc2c1,-4.9%,-4.3%,-2.7%,-2.2%,-12.8%,-19.3%,96.6
CCn1c(=O)cc(OCC(=O)N2CCN(c3cccc(C)c3C)CC2)c2ccccc21,·,·,-13.7%,1.6%,·,·,13.0
O=C(Nc1nc(-c2ccc(-c3ccccc3)cc2)cs1)C1CCCO1 (stereo unspecified),-23.4%,37.5%,-4.4%,2.6%,0.6%,?,16.4
Clc1ccc(N2CC2c2ccncc2)cc1 (stereo unspecified),4.5%,-15.3%,-9.9%,-5.4%,6.4%,-18.5%,23.3
COc1cccc2cc(C(N)=O)/c(=N\NC(=O)c3ccccc3)oc12,-4.8%,-11.3%,-3.7%,-2.8%,58.5%[activator],-8.7%,?
O=C(Nc1cccc2nsnc12)c1cc2c(cc1Cl)Sc1nccn1S2(=O)=O,·,·,·,-1.5%,-12.8%,9.3%,-8.4
O=C(Nc1nc2ccccc2n1CCN1CCOCC1)c1ccc(Cl)cc1,-3.4%,-3.3%,-7.1%,1.3%,40.0%[activator],-35.4%,30.9
C=C1C(O)[C@@H]2O[C@]3(CC[C@H](/C=C/C(C)[C@@H]4CC(C)=CC5(O[C@H](C[C@@](C)(O)C(=O)O)CCC5O)O4)O3)CC[C@H]2O[C@@H]1C(O)CC(C)[C@H]1OC2(CCCCO2)CCC1C (stereo partly specified),·,54.0%,·,4.2%,13.0%,?,·
Cc1nc(-c2ccc(F)cc2)c(CC(=O)N(C)CC(=O)Nc2ccc(Br)cc2C)s1,·,19.8%,-0.1%,1.1%,3.2%,?,-14.5
CCc1ccccc1NC(=O)c1sc(-n2nc(C)c(Cc3ccc4c(c3)OCO4)c2C)nc1C,·,·,14.5%,4.2%,·,·,-11.8
COc1ccc(C(CNC(=O)c2ccc(NS(=O)(=O)c3ccccc3)cc2)N2CCOCC2)cc1 (stereo unspecified),·,0.9%,2.2%,1.0%,2.1%,0.6%,-4.6
CCOC(=O)N1CCN(C(=O)CCS(=O)(=O)c2ccc3c(c2)CC(C)N3C(=O)CC)CC1 (stereo unspecified),6.1%,18.9%,-2.4%,11.4%,0.0%,-17.6%,-20.1
CCOc1ccc(NC(=O)Cn2cc(C(=O)c3ccccc3)c(=O)c3cc4c(cc32)OCO4)cc1,·,·,2.0%,-2.4%,·,·,16.6
CNS(=O)(=O)c1ccc(NC(=O)c2cncc(Br)c2)cc1,-4.5%,-20.9%,?,-1.0%,5.3%,17.9%,25.0
CCc1noc(C)c1C(=O)Nc1nc(-c2cc(OC)ccc2OC)cs1,·,14.1%,-14.0%,3.2%,-3.1%,?,-38.0
C=CCNC(=O)CSc1nnc(-c2ccncc2)n1CCc1ccccc1,-4.2%,1.0%,-1.9%,-1.4%,?,20.6%,1.2
O=C(CSc1n[nH]c(-c2ccncc2)n1)NCCc1ccccc1,-4.2%,-15.8%,-2.5%,-9.1%,-3.3%,3.7%,?
CS(=O)(=O)N1CCC(C(=O)NCc2ccc(F)cc2)CC1,-2.9%,-10.2%,2.3%,-3.2%,-1.0%,-11.1%,-4.4
O=c1c(-c2c(O)cc(O)c3c(=O)cc(-c4ccc(O)cc4)oc23)c(-c2ccc(O)cc2)oc2cc(O)cc(O)c12,5.1%,20µM*,2.1%,-8.2%,-29.7%,19.8%,28.6
C=CCNC(=O)c1ccccc1Cl,-0.6%,-8.7%,0.2%,-2.3%,-0.4%,·,39.2
O=C(Nc1ccc(F)cc1)c1ccc(CSc2ccccc2)o1,1.5%,-23.4%,-9.7%,6.7%,-3.9%,-22.4%,?
CCOc1ccc(-n2nc(CO)c(C(=O)NCC(c3ccccc3)c3ccccc3)n2)cc1,·,·,7.1%,-1.9%,·,·,22.9
Cc1cccc(C)c1NC(=O)CSc1nc2c([nH]1)c(=O)n(C)c(=O)n2C,-0.3%,-5.3%,-0.1%,2.2%,7.1%,?,-9.9
Cc1ccc(-n2c(C)nn(CCOc3ccccc3)c2=O)cc1,-6.4%,-2.2%[2.29 µM],-11.0%,-6.9%,-5.5%,0.8%,26.8
COc1ccc(-c2nc3cnccn3c2NC2CCCCC2)cc1-c1cccc(Cl)c1,·,14.5%,·,1.2%&-3.3%,-7.2%&4.2%,?,19.3
Cc1onc(-c2ccccc2Cl)c1C(=O)N(C)CC(=O)Nc1ccc(F)c(F)c1F,·,-1.5%,0.0%,-6.4%,-2.6%,?,-15.4
Cc1ccc(-c2nc(C)sc2CC(=O)OCC(=O)Nc2cccc([N+](=O)[O-])c2)cc1,1.3%,-23.3%,-15.9%,-2.5%,-21.8%,7.6%,-6.0
N#Cc1c(NC(=O)c2cc([N+](=O)[O-])ccc2N2CCOCC2)sc2c1CCCC2,0.6%,-30.7%,1.8%,-13.3%,-9.9%,-20.1%,38.2
COc1ccc(Cl)cc1NC(=O)CSc1ccc2nnc(CCNS(=O)(=O)c3ccccc3)n2n1,·,·,3.6%,4.8%,·,·,1.5
COc1ccc(OC)c(S(=O)(=O)N2CCC(C(=O)NC3CCCCCC3)CC2)c1,0.2%,36.5%,-7.9%,-2.8%,9.8%,10.7%,-38.8
Cn1c(-c2ccc(C=O)s2)nc2c3ccccc3c3ccccc3c21,3.9%,-17.8%,-6.0%,0.4%,3.2%,?,46.8
COC(=O)c1ccc(NC(=O)CN2CCC(NC(=O)c3ccco3)CC2)cc1,1.2%,-14.7%,-1.6%,-0.2%,-7.8%,-4.6%,-1.4
CC(C)C(=O)NCCc1nc2ccccc2n1C,-1.3%,-5.0%,?,-3.1%,-10.0%,2.5%,-2.4
Cc1ccc(CSC2=NC(C)(C)Nc3ccccc32)c(C)c1,·,·,2.7%,2.5%,·,·,-9.4
CC(C)(C)c1cc2cccnc2n1Cc1cccc(F)c1,0.6%,11.1%,-6.9%,-7.8%,-0.9%,-11.7%,10.2
CC(C)(C)OC(=O)C[C@@H]1C/C=C\C[C@H](CC(=O)N(CCO)Cc2ccccc2)C(=O)N[C@H](C(C)(C)C)COC1=O,·,173.0%[activator],·,2.0%,10.7%,5.2%,32.1
Cc1ccc(S(=O)(=O)Nc2nc(C)c(C(=O)N/N=C/c3ccccc3)s2)cc1,5.0%,-42.8%,-14.4%,-7.8%,10.4%,12.7%,-30.4
CC(C)Cc1nnc(NC(=O)CCC(=O)Nc2ccc(F)cc2)s1,0.3%,-4.1%,-12.7%,-9.2%,9.5%,18.0%,14.4

Screening results as filed in PubChem BioAssay.
